# High-throughput results deposited in PubChem by National Center for Advancing Translational Sciences (NCATS).
# D2 antagonist: HTS Assay for Allosteric Antagonists of the Human D2 Dopamine Receptor: Primary Screen for Antagonists | 340,000 tested, 2% active | D(2) dopamine receptor (Homo sapiens), P14416 | inhibition, % at 10 µM | HEK293 TREx D2 cells, calcium flux, dopamine EC80; in the data active = inhibition above about 30%; note: 0% is about no effect
# Target sequence (P14416 whole entry, looked up): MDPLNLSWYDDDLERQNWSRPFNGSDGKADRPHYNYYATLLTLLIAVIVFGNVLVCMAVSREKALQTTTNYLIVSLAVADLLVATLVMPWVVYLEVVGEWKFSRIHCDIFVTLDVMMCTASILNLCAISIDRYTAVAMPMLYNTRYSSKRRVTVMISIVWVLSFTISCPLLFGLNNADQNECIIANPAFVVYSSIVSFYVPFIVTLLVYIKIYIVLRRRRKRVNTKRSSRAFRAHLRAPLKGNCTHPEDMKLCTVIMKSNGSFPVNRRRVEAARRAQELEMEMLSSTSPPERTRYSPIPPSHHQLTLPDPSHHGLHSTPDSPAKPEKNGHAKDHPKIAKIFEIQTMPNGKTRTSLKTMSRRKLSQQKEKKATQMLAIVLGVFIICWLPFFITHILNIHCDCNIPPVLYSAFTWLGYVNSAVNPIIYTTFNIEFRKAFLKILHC
#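 Antagonism is scored as inhibition of an EC80 dopamine-evoked calcium signal in a force-coupled, tetracycline-inducible HEK293 T-REx D2 line, with compound present 180 s before agonist.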
# D1 agonist: Allosteric Agonists of the Human D1 Dopamine Receptor: qHTS | activation, % at 2 µM | HEK293 T-REx D1 cells, calcium flux, agonist mode | AID 504660, 2011 | 360,000 tested, 1% active; in the data active = activation above about 30%; note: 0% is about no effect
#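 Agonism was scored from calcium flux recorded over 180 s (1 read/s) after pintool compound addition, following a 10-cycle baseline. Cells were inducible force-coupled HEK293 TREx D1, plated overnight at 30 C and loaded with no-wash calcium dye.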
# RXFP1 agonist: qHTS Assay for Agonists of the Relaxin Receptor RXFP1; Potency, µM (highest dose often 57.5 µM), for the others: at the highest dose activation, most hits filed as activators; 370,000 tested, 0.3% active; HEK293T-RXFP1 cAMP TR-FRET, 30 min; response scale: percent of porcine relaxin response, buffer zero; active = well fitted activation curve with a large enough effect; inconclusive = small, poorly fitted or top-dose-only effect; note: potency is the fitted concentration of half-maximal effect; % is set by controls: 0 for no effect and ±100 for the full control effect; nearly all actives have a fitted effect of over 60% in size; many of its hits are not listed in these tables
#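 cAMP rise read by TR-FRET after 30 min, 37C compound exposure (up to 58 uM) in RXFP1-transfected HEK293 cells with Ro 20174 present. EC50 from Hill-equation fits, with 29 nM porcine relaxin as 100% and buffer as basal.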
# RXFP1 antagonist: qHTS Assay for Antagonists of the Relaxin Receptor RXFP1; Relaxin receptor 1 (Homo sapiens), Q9HBX9; HEK293-RXFP1, relaxin-stimulated cAMP HTRF, 30 min; stronger effect = lower value; activity change, negative = inhibition, % at 57.5 µM; 350,000 tested, 0.59% active; AID 1259400, 2018;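 active = activity change of -60% or lower, but not beyond a set lower limit; inconclusive = change between -60% and -40%, or beyond the set limit; inactive = change above -40%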; note: % is set by controls: 0 for no effect and ±100 for the full control effect
# D1 PAM: Potentiators of Human D1 Dopamine Receptor: qHTS | D(1A) dopamine receptor (Homo sapiens), P21728 | HEK293 TREx D1 cells, calcium flux, dopamine EC20 potentiation | potentiation, % at 10 µM | 360,000 tested, 0.036% active | AID 504651, 2011; in the data active = potentiation above about 30%; note: 0% is about no effect
# TRHR enhancer: qHTS for Small Molecule Agonists and Allosteric Enhancers of Human TRH Receptor: Primary Screen for Enhancers | Thyrotropin-releasing hormone receptor (Homo sapiens), P34981 | 360,000 tested, 0.66% active | AID 493056, 2011 | enhancement, % at 2 µM | TRHR cells, fluo-8 calcium fluorescence, EC20 TRH enhancement; in the data active = enhancement above about 30%; note: 0% is about no effect
# Target sequence (P34981 whole entry, looked up): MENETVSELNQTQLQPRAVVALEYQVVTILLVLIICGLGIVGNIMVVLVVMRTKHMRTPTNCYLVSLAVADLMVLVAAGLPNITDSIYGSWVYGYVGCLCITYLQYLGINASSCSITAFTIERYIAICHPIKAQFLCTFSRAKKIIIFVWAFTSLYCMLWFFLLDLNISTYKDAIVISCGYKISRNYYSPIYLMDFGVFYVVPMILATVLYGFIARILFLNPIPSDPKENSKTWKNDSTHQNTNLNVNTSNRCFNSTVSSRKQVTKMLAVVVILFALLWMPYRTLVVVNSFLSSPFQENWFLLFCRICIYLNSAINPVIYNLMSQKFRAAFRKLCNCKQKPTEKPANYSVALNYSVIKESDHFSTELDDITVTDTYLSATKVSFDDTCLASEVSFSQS
#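 TRHR-expressing cells loaded with fluo-8 calcium dye were read kinetically (ex 480/em 530) during compound addition, then stimulated with an EC20 of TRH (10 nM final). Enhancement of the Gq-mediated intracellular calcium response was scored.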
# D2 potentiator: HTS Assay for Positive Allosteric Modulators of the Human D2 Dopamine Receptor: Primary Screen for Potentiators; D(2) dopamine receptor (Homo sapiens), P14416; HEK293 T-REx D2, calcium flux, EC20 dopamine potentiation; potentiation, % at 10 µM; 340,000 tested, 0.34% active;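 active = potentiation over 3 SD above the plate norm, cut at about 30% in these data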; note: 0% is about no effect
#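 Using a no-wash calcium dye in inducible, force-coupled HEK293 Trex cells expressing D2, we tracked fluorescence each second for 180 s after compound, then for 180 s after EC20 dopamine to detect augmented signalling.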
# D1 antagonist: Antagonist of Human D 1 Dopamine Receptor: qHTS | D(1A) dopamine receptor (Homo sapiens), P21728 | HEK293 TREx D1 cells, calcium flux, dopamine EC80; stronger effect = lower value | activity change, negative = inhibition, % at 10 µM | 360,000 tested, 3.2% active | AID 504652, 2011; in the data active = activity change below about -30%; note: % is set by controls: 0 for no effect and ±100 for the full control effect
#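 Compound effects on dopamine-evoked calcium signalling were measured in tetracycline-induced HEK293 Trex D1 cells. Dopamine at EC80 followed a 180 s compound pre-read, and fluorescence was tracked kinetically for 180 s more.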
# D2 ag: HTS Assay for Allosteric Agonists of the Human D2 Dopamine Receptor: Primary Screen for Agonists; 340,000 tested, 0.53% active; activation, % at 2 µM; HEK293 T-REx D2 cells, calcium flux agonist mode;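 active = activation over 3 SD above normal in the single-dose calcium agonist read, cut at about 30% in these data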; note: 0% is about no effect
#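 Agonism is scored from calcium flux in a force-coupled, inducible HEK293 cell line expressing D2, read kinetically for 180 s after compound addition against dopamine controls.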
# * marks the source's active call; other numbers are inactive results; ? = inconclusive; nt = no result given. Only part of the results is shown; count on the stated rates, not on these rows.
canonical_smiles	D2 antagonist	D1 agonist	RXFP1 agonist	RXFP1 antagonist	D1 PAM	TRHR enhancer	D2 potentiator	D1 antagonist	D2 ag
CCc1ccc(-c2nc(CN3CCCC(C(=O)NCc4ccccc4Cl)C3)c(C)o2)cc1 (stereo not drawn)	nt	10	1.9%	nt	-5	6	nt	-5	1.3
CCOCCCNC(=O)c1ccccc1SCC	-10	5	2.5%	11	-2	14	13	3	-1.2
COC(=O)c1cc(C(=O)c2ccc(Cl)cc2Cl)cn1C	1	9	-1.3%	-8	-11	-10	38*	-10	1.1
CSc1ccc(CCNC(=O)CCc2nnc3ccc(N4CCC5(CC4)OCCO5)nn23)cc1	0	1	30%	54	0	-1	-6	-9	0.0
CCC(C)CCN1C(N(C)C)=NC[C@@H]1CC(C)C (stereo partly drawn)	7	2	0.7%	nt	-1	-1	1	-12	0.2
CC1(C)CC(=O)C(C(C2=C(O)CC(C)(C)CC2=O)c2ccc(Cl)c([N+](=O)[O-])c2)C(=O)C1 (stereo not drawn)	16	9	-0.1%	-9	1	-5	-8	-3	5.1
CC1CCN(C(=O)c2cnn(-c3ccc(Cl)cc3)c2C2CCN(C(=O)OC(C)(C)C)CC2)CC1	nt	1	-4.1%	-4	-1	-15	4	-1	0.7
Cc1nc2ccccc2c(=O)n1Cc1ccc([N+](=O)[O-])cc1	nt	3	0.7%	3	-3	5	nt	-11	nt
COc1ccc2[nH]c3c(=O)n(Cc4ccncc4)cnc3c2c1	7	1	4.3%	12	-11	0	5	9	0.3
C/C(=N\NC(=O)c1cc(C(C)C)[nH]n1)c1ccncc1	7	5	-0.1%	-5	nt	13	-7	6	1.5
Cc1ccc(/C=C/C(=O)Nc2cc(C)on2)cc1	4	3	0.0%	-3	-4	-1	-4	-3	0.6
Cc1nn(-c2ccccc2)c(C)c1/C=C/C(=O)OCC(=O)Nc1ncc(Cl)cc1Cl	-2	1	2.3%	10	-12	-2	0	-25	-0.6
COC(=O)c1cc(S(=O)(=O)NCC2CCN(CCc3cccs3)CC2)c[nH]1	-17	1	0.2%	-12	-8	-5	-18	3	0.9
COc1ccc(OC)c(Nc2sc(C(=O)c3ccccc3)c(N)c2S(=O)(=O)c2ccccc2)c1	nt	58*	0.2%	-23	-1	-1	16	-25	1.9
O=C(Nc1ccc(N2CCOCC2)c(S(=O)(=O)Nc2cc(Cl)ccc2Cl)c1)c1cccnc1	-23	1	1.5%	-1	-2	5	-13	12	0.2
O=C(CCN1C(=O)c2ccccc2S1(=O)=O)Nc1ccc2c(c1)OCCO2	-8	4	0.4%	-10	-3	3	1	5	-0.4
Cc1ccccc1Sc1c(C#N)c(-c2ccccc2)nn1C	nt	11	0.8%	-19	2	-20	9	-6	nt
CN(C)CC(=O)Nc1ccc(S(N)(=O)=O)cc1	-11	2	0.7%	2	6	3	1	1	0.2
COc1cccc(N2CCN(S(=O)(=O)c3ccc4c(c3)NC(=O)C(C)C(=O)N4)CC2)c1 (stereo not drawn)	13	5	0.7%	3	-4	13	-5	11	0.0
Cc1ccc(NC(=S)N(CCN(C)C)C(C)c2ccco2)cc1C (stereo not drawn)	-18	-1	4.9%	-8	-6	1	9	-12	-0.3
O=C(COc1ccc(Cl)cc1)NCC(=O)N/N=C/c1cccs1	-3	9	0.4%	7	-1	-6	-9	-9	-0.3
Cc1ccc(S(=O)(=O)N2CCCCC2)cc1NC(=O)c1cc2ccccc2o1	3	2	1.0%	1	-5	-2	-6	-6	0.4
COc1ccc(C)cc1NC(=O)C(=O)N/N=C(\C)CC(=O)Nc1cccnc1	-14	0	1.7%	-1	-4	-4	-7	-3	-1.7
CS(=O)(=O)c1ccc2nc(NC(=O)c3ccc(NS(=O)(=O)c4cccc([N+](=O)[O-])c4)cc3)sc2c1	0	3	-1.0%	-3	-5	-4	3	-10	0.4
O=C(CN1C(=O)c2ccccc2S1(=O)=O)NCCSCc1c(F)cccc1Cl	-45	7	1.3%	-5	-4	1	15	6	-0.9
Cc1cccc(NC(=O)CSc2nc(C)nc3c2c(=O)n(C)c(=O)n3C)c1	16	4	3.2%	18	nt	0	6	8	0.7
CCOc1cc(C(=O)N(C)Cc2cc3cc(OC)ccc3[nH]c2=O)cc(OCC)c1OCC	-11	0	0.0%	7	1	-2	3	-1	0.8
Cc1cc(NS(=O)(=O)c2ccc(NC(=O)CN3C(=O)c4ccccc4C3=O)cc2)nc(C)n1	-1	0	-1.3%	21	1	0	-8	-7	-1.2
O=C(NCCc1ccccc1)c1ccc(Nc2nc3ccccc3n3nnnc23)cc1	nt	3	7.5%	-11	8	3	3	4	0.6
CCOC(=O)c1c(C)[nH]c(C)c1C(=O)COC(=O)/C=C/c1cccc(C(F)(F)F)c1	-4	6	2.8%	-1	-2	-9	-3	-21	1.0
CCOC(=O)c1[nH]c2ccccc2c1NC(=S)Nc1ccccc1	5	-1	5.8%	nt	-2	1	16	9	0.7
CCCOc1ccc(-c2c(C(=O)N/N=C/c3ccncc3)nnn2-c2nonc2N)cc1	2	4	1.0%	-30	0	-1	12	22	-0.3
Cc1ccc(C(=O)CC2(O)C(=O)N(CCc3ccccc3)c3ccc(Cl)cc32)cc1 (stereo not drawn)	nt	23	-0.8%	nt	-3	22	1	-13	-2.3
COc1cccc(C(=O)Nc2nnc(SCC(=O)NC3CC3)s2)c1	-7	3	-5.1%	-7	3	10	12	-7	0.4
CCCC(=O)Nc1cc2c3c(c1)C(C)C(=O)N3CCC2 (stereo not drawn)	-13	2	-1.6%	-2	-2	1	7	7	1.1
C#CCSc1n[nH]c(=O)n1-c1cccc(C(F)(F)F)c1	nt	2	-1.0%	19	2	9	nt	-3	nt
Cc1c(C(C)NC(=O)Nc2ccc(F)cc2F)cnn1C (stereo not drawn)	38*	1	0.1%	11	-7	-7	-13	-3	-0.8
O=C(c1cc2cc(Cl)ccc2oc1=O)N1CCOCC1	4	5	1.2%	2	-8	-3	-2	15	-0.8
O=C(c1ccc(Cl)cc1)N1CCCC(C(=O)N2CCCCC2)C1 (stereo not drawn)	7	2	1.3%	21	-4	-4	-5	16	-0.2
CCOC(=O)N1CCC(NC(=O)CN2C(=O)CCSc3ccccc32)CC1	5	4	3.8%	nt	8	3	16	3	-0.2
OC(COc1ccccc1Br)CN1CCNCC1 (stereo not drawn)	-5	2	-0.7%	-1	-9	2	-16	-15	-0.6
O=S(=O)(c1ccc(F)cc1)N1CCC(Oc2ccc(-n3cnnn3)cc2)CC1	nt	6	-0.2%	-6	-2	-5	nt	-25	1.4
COc1ccc(CCNC(=O)CCn2c(=O)c3ccccc3n(CC(=O)Nc3cc(Cl)ccc3C)c2=O)cc1OC	nt	4	3.1%	nt	0	-1	17	-7	-1.5
COc1cccc(CC(=O)N[C@@H](CCSC)c2nc3ccccc3[nH]2)c1	6	-4	0.9%	16	0	3	-4	0	-0.4
CCOCCCNC(=O)C1CCCCN1S(=O)(=O)c1ccc(F)cc1 (stereo not drawn)	-8	4	1.2%	3	-3	-4	0	3	0.3
CC(O)c1nc2ccccc2n1CC(=O)N1CCN(c2ccccc2)CC1 (stereo not drawn)	-18	2	1.0%	-19	1	-1	3	2	2.1
CCOC(=O)c1[nH]c(CN2CCN(c3ccc(OC)cc3)CC2)c(C(=O)OCC)c1C	-4	64*	-6.5%	-27	nt	-6	0	13	4.4
CC(C)C[C@H]1CN=C(Nc2ccccc2)N1CC1CCC1	7	2	0.1%	nt	-7	-6	1	1	-0.7
COc1ccc(CC(=O)NCc2nc3cccnc3n2Cc2ccccc2)cc1	nt	-1	3.4%	9	-4	-5	8	7	0.7
O=S(=O)(NCC(c1ccco1)S(=O)(=O)c1cccs1)c1ccc(Cl)cc1 (stereo not drawn)	nt	6	0.8%	-7	-3	-2	14	nt	4.9

# Going on with the list:
canonical_smiles	D2 antagonist	D1 agonist	RXFP1 agonist	RXFP1 antagonist	D1 PAM	TRHR enhancer	D2 potentiator	D1 antagonist	D2 ag
Cc1sc2nc(SCC(=O)N(C)Cc3ccccc3)n(-c3ccccc3)c(=O)c2c1C	-22	0	5.6%	1	-12	10	5	4	-1.7
O=C(Nc1nsc(-c2ccccc2)n1)c1ccc(F)cc1	10	0	0.2%	-3	-3	-3	nt	8	0.2
COc1ccc(/C(N)=N/OC(=O)CCCc2ccccc2)cc1OC	-10	6	4.3%	-17	-3	-4	15	1	0.7
CC1(C)C(=O)Nc2ccccc2N1C(=O)COc1cccnc1[N+](=O)[O-]	-8	6	2.6%	-32	-3	-2	0	-2	0.2
Cc1nc(SCC(=O)OCc2ccccc2)c(C#N)c(-c2ccccc2)c1C(=O)Nc1ccccc1	0	4	2.4%	-7	-8	-3	2	8	1.3
COc1cc(C(=O)OC2CC3CCC2(C)C3(C)C)ccc1OC(C)=O (stereo not drawn)	-9	3	4.1%	nt	-3	3	-3	-24	-0.1
COC(=O)c1cc(NC(=O)c2cccc(C(F)(F)F)c2)c(=O)oc1C/C=N/OCc1cccc(Cl)c1Cl	-6	9	-0.6%	?	-3	3	-11	15	0.7

# Shown with values under each structure: entries from further up.
# Below each compound: D2 antagonist	D1 agonist	RXFP1 agonist	RXFP1 antagonist	D1 PAM	TRHR enhancer	D2 potentiator	D1 antagonist	D2 ag
CC1(C)C(=O)Nc2ccccc2N1C(=O)COc1cccnc1[N+](=O)[O-]
→ -8	6	2.6%	-32	-3	-2	0	-2	0.2
Cc1nc(SCC(=O)OCc2ccccc2)c(C#N)c(-c2ccccc2)c1C(=O)Nc1ccccc1
→ 0	4	2.4%	-7	-8	-3	2	8	1.3
COc1cc(C(=O)OC2CC3CCC2(C)C3(C)C)ccc1OC(C)=O (stereo not drawn)
→ -9	3	4.1%	nt	-3	3	-3	-24	-0.1
COC(=O)c1cc(NC(=O)c2cccc(C(F)(F)F)c2)c(=O)oc1C/C=N/OCc1cccc(Cl)c1Cl
→ -6	9	-0.6%	?	-3	3	-11	15	0.7
